From PubChem BioAssay
IL2 activator: qHTS of IL-2 Activators | IL-2 activation reporter assay, cell-based qHTS; stimulated with anti-CD3/CD4/CD28 beads; in transgenic mouse T cells | activation, % (series mostly up to about 46 µM) | 360,000 tested, 0.065% active; in the data active = activation above about 50%; inconclusive = mostly about 30% to 49%; note: 0% is about no effect
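Unstimulated transgenic mouse T cells, 750 per well, received compound and, after 60 minutes, anti-CD3/anti-CD4 bead plus anti-CD28 stimulation. EGFP and DsRed were quantified after 18 hours.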
WRN inhibitor: qHTS for Inhibitors of WRN Helicase; Bifunctional 3'-5' exonuclease/ATP-dependent helicase WRN (Homo sapiens), Q14191; WRN helicase unwinding, fluorescent forked duplex, kinetic; 360,000 tested, 0.46% active; Potency, µM (highest dose often 114 µM), for inactives: at the top dose activity change, negative = inhibition, hits mostly inhibitors; note: potency is the fitted concentration of half-maximal effect; % is set by controls: 0 for no effect and ±100 for the full control effect; nearly all actives have a fitted effect of over 55% in size
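WRN at 20 nM final was preincubated with compound for 15 min at room temperature; reaction started with 100 nM forked duplex oligonucleotide carrying fluorophore and quencher plus 2 mM ATP (final). Unwinding followed kinetically by red fluorescence (ex 525/em 598 nm).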
EPAC1 antagonist: qHTS for Antagonist of cAMP-regulated guanine nucleotide exchange factor 3 (EPAC1): primary screen | Rap guanine nucleotide exchange factor 3 (Homo sapiens), O95398 | EPAC1 GEF assay, Rap1b-BODIPY-GDP exchange fluorescence | Potency, µM (top dose mostly 115 µM), without a hit: top-dose activity change, negative = inhibition, most hits filed as inhibitors | 360,000 tested, 0.14% active;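 note: potency is the fitted concentration of half-maximal effect; plate controls were vehicle for no effect and positive control for full effect; nearly all actives have a fitted effect of over 50% in size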
PLK1 PBD block: qHTS for Inhibitors of PLK1-PDB (polo-like kinase 1 - polo-box domain): Primary Screen. Serine/threonine-protein kinase PLK1 (Homo sapiens), P53350. Plk1 PBD binding of FITC phosphopeptide, fluorescence polarization. Potency, µM, for inactives: max response, negative = inhibition, usual class: inhibitors. 360,000 tested, 2.8% active. AID 720504, 2013; note: potency is the fitted concentration of half-maximal effect; series mostly up to about 57 µM; % is set by controls: 0 for no effect and ±100 for the full control effect; nearly all actives have a fitted effect of over 65% in size
Target sequence (P53350 whole entry, looked up, the tested form may be a part): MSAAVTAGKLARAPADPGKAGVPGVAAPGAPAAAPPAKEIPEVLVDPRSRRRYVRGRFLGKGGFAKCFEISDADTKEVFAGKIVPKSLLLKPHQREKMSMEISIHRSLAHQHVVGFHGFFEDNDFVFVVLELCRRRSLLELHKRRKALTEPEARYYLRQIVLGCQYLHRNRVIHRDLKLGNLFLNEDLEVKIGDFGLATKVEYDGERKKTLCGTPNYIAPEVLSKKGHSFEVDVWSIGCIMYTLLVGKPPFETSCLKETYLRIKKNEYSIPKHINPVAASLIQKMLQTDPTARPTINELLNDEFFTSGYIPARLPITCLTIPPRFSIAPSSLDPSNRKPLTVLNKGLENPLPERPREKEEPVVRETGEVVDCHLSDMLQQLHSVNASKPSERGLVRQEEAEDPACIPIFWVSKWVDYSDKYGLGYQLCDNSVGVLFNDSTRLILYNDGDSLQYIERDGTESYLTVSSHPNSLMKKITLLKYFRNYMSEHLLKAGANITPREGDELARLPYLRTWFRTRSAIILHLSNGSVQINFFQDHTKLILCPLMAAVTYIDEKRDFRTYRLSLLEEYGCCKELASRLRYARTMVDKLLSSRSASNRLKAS
PI5P4Ka inh: qHTS for Inhibitors of phosphatidylinositol 5-phosphate 4-kinase (PI5P4K) | Phosphatidylinositol 5-phosphate 4-kinase type-2 alpha (Homo sapiens), P48426 | PI5P4Kalpha enzyme, ADP-Glo luminescence, 60 min; hits give low values | max response, % | 330,000 tested, 1.2% active | AID 652105, 2013; active = max response of -50% or lower; inconclusive = between -30% and -50%; inactive = -30% or higher; note: value at the top dose of about 77 µM; % is set by controls: 0 for no effect and ±100 for the full control effect
Target sequence (P48426 whole entry, looked up): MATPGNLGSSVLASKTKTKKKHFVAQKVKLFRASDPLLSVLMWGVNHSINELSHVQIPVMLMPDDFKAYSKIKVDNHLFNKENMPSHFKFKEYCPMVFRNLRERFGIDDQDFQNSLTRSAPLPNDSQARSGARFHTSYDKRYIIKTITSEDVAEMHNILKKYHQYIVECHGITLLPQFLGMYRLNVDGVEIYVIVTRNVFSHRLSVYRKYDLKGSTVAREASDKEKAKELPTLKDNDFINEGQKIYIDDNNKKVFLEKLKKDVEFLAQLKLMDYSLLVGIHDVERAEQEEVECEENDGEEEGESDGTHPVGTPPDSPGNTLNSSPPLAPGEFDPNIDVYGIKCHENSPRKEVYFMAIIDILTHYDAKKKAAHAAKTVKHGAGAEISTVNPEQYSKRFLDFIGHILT
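Enzyme plus substrate dispensed, test compounds pinned in, then ATP (5 microM final) added. After 60 min at RT, ADP-Glo reagent 1 for 45 min and reagent 2 for 30 min preceded luminescence imaging.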
EPAC1 agonist: qHTS for Agonist of cAMP-regulated guanine nucleotide exchange factor 3 (EPAC1): primary screen | Rap guanine nucleotide exchange factor 3 (Homo sapiens), O95398 | EPAC1 agonist qHTS, biochemical assay; response scale: 100% = response to 6.5 mM cAMP | Potency, µM (doses to about 154 µM), for inactives: at the highest dose activation, most hits filed as activators | 360,000 tested, 0.073% active | AID 720707, 2013; note: potency is the fitted concentration of half-maximal effect; nearly all actives have a fitted effect of over 60% in size
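Nucleotide exchange by EPAC1 (100 nM) on Rap1B–BODIPY-GDP (250 nM) in the presence of 50 uM GDP is tracked fluorescently at 480/540 nm over 30 min. Signals are normalized to a 6.5 mM cAMP control.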
FUS yeast rescue: qHTS for Suppressors of FUS Proteinopathy: Primary screen using FUS-linked yeast assay. 390,000 tested, 0.24% active. Potency, µM (series often up to 76.6 µM), without a hit: top-dose growth rescue (activation), hits mostly activators. S. cerevisiae FUS-expressing, growth rescue, OD600, 24 h;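 note: potency is the fitted concentration of half-maximal effect; plate controls were DMSO vehicle for no effect and reference control for full effect; nearly all actives have a fitted effect of over 55% in size; some results filed as inactive show a strong effect at the top dose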
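Restored growth of FUS-toxic S. cerevisiae, read as 600 nm absorbance after 24 h at 30C in galactose medium (starting OD 0.005). Controls CP55940 and DMSO.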
Abeta rescue: qHTS for compounds that reverse cellular toxicity of Amyloid beta (A-beta) peptide in yeast: Primary Screen | Potency, µM (highest dose often 46.1 µM), without a hit: at the top dose growth rescue, most hits filed as activators | 410,000 tested, 0.063% active | yeast expressing A-beta42, growth rescue, OD600, 48 h; response scale: 0% DMSO, 100% iron-clioquinol control; note: potency is the fitted concentration of half-maximal effect; nearly all actives have a fitted effect of over 55% in size
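Growth rescue measured by 600 nm absorbance after 48 h yeast culture at 30 C with compound. Values normalized between DMSO and an equimolar ferric chloride plus clioquinol control.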
The depositor's hits bear a star; ? = inconclusive; / = no result given; [ ] = dose if it differs, or a comment. Unless noted, calls come from the whole dose curve; as a rule, active = well fitted curve in the direction sought with a large enough effect; inconclusive = small, poorly fitted or top-dose-only effect, or another doubt; inactive = no such curve, though single readings can be large; an effect the other way counts as inactive or inconclusive.

structure	IL2 activator	WRN inhibitor	EPAC1 antagonist	PLK1 PBD block	PI5P4Ka inh	EPAC1 agonist	FUS yeast rescue	Abeta rescue
CCc1c(C)c2ccc(OCC(=O)NCC3CCC(C(=O)O)CC3)c(C)c2oc1=O (stereo unspecified)	-0.1	1%	4%	-12%	2	-25%	17%	-18%
COc1c(S(=O)(=O)N2CCN(C(=O)c3ccco3)CC2)ccc(Cl)c1Cl	0.2	1%	23%	-5%	-1	13%	25%	-17%
CCOC(=O)c1ccc(NC(=O)c2nc[nH]c2C(=O)N2CCc3ccccc3C2)cc1	-0.5	6%	-7%	1%	0	-7%	-27%	-14%
CC(Oc1ccc(Br)cc1)C(=O)Nc1ccc(N2CCOCC2)cc1N1CCOCC1 (stereo unspecified)	2.6	-9%	13%	-6%	3	-10%	13%	8%
COCCNC(=S)N/N=C(\C)c1ccc(OC(F)F)cc1	-3.7	-4%	-4%	-7%	-1	4%	-29%	?
O=C(O)CC/C(=N\NC(=O)c1ccncc1)c1ccccc1	1.6	-31%	7%	-9%	1	11%	30%	-11%
O=C(Cn1cncn1)c1ccc(Cl)cc1	-0.5	5%	11%	-12%	-1	0%	?	-27%
O=C(/C=C/c1ccccc1)Nc1ccc(Br)cn1	0.1	1%	-5%	-2%	5	8%	-15%	-6%
C#CCN(C[C@H]1[C@H](OC(=O)NCC2CCCCC2)[C@H](OC(=O)NCC2CCCCC2)C[C@@H](C(=O)OC)[C@H]1C(=O)OC)S(=O)(=O)c1ccc(C)cc1	-0.5	-5%	44%[activator]	-7%	-2	-18%	1%	-7%
Cc1ccc(S(=O)(=O)N2CCN(C(=O)c3cccs3)CC2)c(C)c1	0.7	-4%	-5%	-6%	-6	4%	-1%	3%
Cn1c(=O)c(=O)n(C)c2cc(S(=O)(=O)N3CCc4ccccc43)ccc21	-1.5	-3%	-8%	12%	-12	2%	30%	7%
NNC(=O)c1cccc(Cn2cc(Br)c([N+](=O)[O-])n2)c1	0.6	5%	1%	1%	3	11%	8%	-3%
O=C(NCc1cccnc1)C1CCN(c2ccc(S(=O)(=O)N3CCOCC3)cc2Cl)CC1	-4.0	3%	15%	2%	1	-2%	1%	-4%
O=C(COc1ccccc1F)NCCc1ccc2c(c1)OCCO2	0.0	13%	-4%	-6%	2	-1%	8%	-4%
CCOC(=O)c1ccc(Oc2nc(OC)nc(N(C)C)n2)cc1	-1.2	-8%	11%	-7%	1	7%	14%	-23%
CCOCc1c(C(=O)NC2=Nc3ccccc3NC(CC)=C2C(=O)OCC)oc2ccccc12	0.0	-3%	0%	3%	-1	-1%	26%	18%
Cc1ccc(N2C(=O)CC2(C#N)c2ccc(OCc3ccccc3)cc2)cc1 (stereo unspecified)	-1.0	-10%	-15%	-8%	2	9%	12%	19%
CC(=O)Nc1cc(-c2cccc(C(=O)NCCN(C)C)c2)cn2c(-c3ccc(S(C)(=O)=O)cc3)cnc12	0.0	?	6%	-15%	17	-3%	-6%	-3%
COCCCN(C(=O)c1cc2c(s1)CCCCC2)c1c(N)n(Cc2ccccc2)c(=O)[nH]c1=O	-0.9	2%	-7%	-15%	-5	-7%	?	-7%
COc1cc2c(cc1OC)C1=C(C#N)CN(CC(=O)O)CN1CC2	-2.5	-1%	17%	-20%	0	-2%	-3%	-5%
COC(=O)C1=C(C)OC(N)=C(C#N)C1c1ccccc1 (stereo unspecified)	2.9	0%	-3%	-11%	6	0%	6%	8%
Cc1ccc(Cn2c(C)c(C(=O)NCc3ccc4c(c3)OCO4)sc2=O)cc1	-0.1	3%[57.1 µM]	-9%	-5%	-1	6%	34%	?
COC(=O)CCS(=O)(=O)c1cc(Cl)ccc1Cl	-1.6	7%	6%	-4%	/	-5%	15%	25%
O=C1CN(C(=O)c2cccc(S(=O)(=O)N3CCCC3)c2)c2ccccc2N1	-0.4	1%	4%	4%	2	0%	-14%	2%
CCCC(=O)N1CCCC(c2cc(C(=O)NCc3ccccc3)no2)C1 (stereo unspecified)	-0.7	7%	11%	0%	-1	-23%	-14%	4%
Cc1cc(-c2ccc(NC(=O)[C@@H]3CCCC[C@@H]3C(=O)O)c(C)c2)ccc1NC(=O)[C@@H]1CCCC[C@@H]1C(=O)O	-3.1	-8%	-16%	2%	-27	9%	28%	2%
CCN1CCCC1CNC(=O)c1ccc(Sc2ccccc2Cl)c([N+](=O)[O-])c1 (stereo unspecified)	0.0	-6%	-5%	-3%	10	-1%	2%	-2%
COc1ccc(/C=N/NC(=O)c2ccn[nH]2)cc1Cn1nc(C)c([N+](=O)[O-])c1C	0.3	-1%	-23%	-7%	-2	-3%	4%	-1%
O=C(N/N=C/c1ccc(Sc2ccccn2)o1)c1cc2ccccc2cc1O	1.1	?	56µM*	-18%	-67*	1%	/	14%
COc1ccccc1N1CCN(CC(O)COc2ccc(C)cc2C)CC1 (stereo unspecified)	0.4	-1%	5%	-5%	-6	-3%	22%	3%
Cc1cccc(NS(=O)(=O)c2cc(C(=O)N3CCCC3)ccc2Cl)c1	0.5	-2%	1%	-9%	2	4%	/	3%
CCCCn1c(N)c(N(Cc2ccccc2OC)C(=O)c2ccc([N+](=O)[O-])s2)c(=O)[nH]c1=O	3.0	-10%	-7%	-6%	-27	-2%	?	8%
Nc1nnc(SCc2cccnc2)s1	1.3	-7%	10%	-1%	/	4%	22%	0%
O=C(/C=C/c1ccc2c(c1)OCO2)N1CCCCC1	0.8	-32%	-2%	-12%	0	0%	9%	11%
Cc1ccccc1C(=O)Nc1ccc(-c2nnc(SC(C)C(=O)O)n2C)cc1 (stereo unspecified)	-2.5	-1%	17%	-15%	-2	8%	-8%	5%
Cc1cccc(NC(=O)CCc2ccc(S(=O)(=O)NC3CCCCC3)cc2)c1	-1.3	3%	-16%	?	4	-15%	-3%	-11%
COc1ccccc1NC(=O)Cc1nnc(SCC(=O)Nc2nccs2)n1C	-0.3	2%	-9%	-3%	0	1%	14%	-8%
COc1ccc(NC(=O)Cc2c(O)c3ccccc3[nH]c2=O)cc1	0.2	2%	-22%	0%	-1	7%	8%	1%
Cc1cn2c(-c3cccnc3)nnc2s1	1.1	4%	-16%	-4%	3	4%	10%	14%
Cc1ccc(N2CC(C(=O)OCc3ccccc3)CC2=O)cc1 (stereo unspecified)	-0.3	3%	-13%	-9%	3	-2%	23%	-15%
Cn1nc(C(=O)NC(C)(C)C)c2ccccc21	1.2	23%	5%	-7%	5	2%	/	-9%
Cc1ccc(S(=O)(=O)NC2CC3CCC2C3)cc1 (stereo unspecified)	-3.3	-8%	-1%	0%	-2	2%	-10%	-43%[inhibitor]
Cc1ccccc1OCCC(=O)N(CC(C)C)c1c(N)n(Cc2ccccc2)c(=O)[nH]c1=O	0.2	0%	-23%	-5%	-2	4%	11%	6%
CCCn1c(CN(Cc2ccccc2)Cc2ccccc2)nc2c1c(=O)n(C)c(=O)n2C	-3.3	-14%	-29%	7%	8	-6%	37%	-7%
CCS(=O)(=O)N1CCN(S(=O)(=O)c2ccccc2[N+](=O)[O-])CC1	-2.6	8%	11%	5%	-8	-6%	-11%	0%
O=C(CCc1nnc(Cc2ccc(-c3ccccc3)cc2)o1)NCC1CC1	-0.3	-13%	-1%	-5%	1	-5%	28%	6%
CCC(C(=O)OCC(=O)NC(=O)NC(C)(C)C)c1ccccc1 (stereo unspecified)	-1.0	-1%	-25%	27µM*	-17	-20%	-1%	0%
CCc1ccccc1OCC(=O)Nc1nnc(C2CC2)s1	0.2	5%	-3%	-5%	1	2%	2%	0%
Cc1ccc2c(CN3CCC(C(N)=O)CC3)cc(=O)oc2c1C	1.8	-6%	-1%	-1%	-1	7%	0%	-7%
CCC(C)NC(=O)c1ccc(NC(=O)CC2SC(N3CCCCC3)=NC2=O)cc1 (stereo unspecified)	1.1	4%	6%	-7%	4	4%	15%	-14%
CC(=O)NS(=O)(=O)c1ccc(N=c2ssc3c2-c2ccc(C)cc2NC3(C)C)cc1	-0.4	-18%	?	?	-1	-5%	/	-1%
COc1cccc(CNC(=O)c2ccc(CS(=O)Cc3ccc(C)cc3)o2)c1 (stereo unspecified)	-0.2	-5%	-7%	-7%	1	9%	8%	1%
COc1cc(/C=N/N=C/c2cc(OC)c(O)c(OC)c2)cc(OC)c1O	0.3	?	-22%	15%	-1	10%	0%	5%

Grouped by structure: the compounds so far containing a cyano group (3)
structure	IL2 activator	WRN inhibitor	EPAC1 antagonist	PLK1 PBD block	PI5P4Ka inh	EPAC1 agonist	FUS yeast rescue	Abeta rescue
Cc1ccc(N2C(=O)CC2(C#N)c2ccc(OCc3ccccc3)cc2)cc1 (stereo unspecified)	-1.0	-10%	-15%	-8%	2	9%	12%	19%
COc1cc2c(cc1OC)C1=C(C#N)CN(CC(=O)O)CN1CC2	-2.5	-1%	17%	-20%	0	-2%	-3%	-5%
COC(=O)C1=C(C)OC(N)=C(C#N)C1c1ccccc1 (stereo unspecified)	2.9	0%	-3%	-11%	6	0%	6%	8%

Outcome played no part in choosing rows, and some 4.1% of all compounds hit somewhere here.
